Screens from PubChem.
Apaf-1 inh: blocks human Apaf-1 apoptosome activity; actives 0.71% (n = 330,000); AID 489030; inhibition, % at 20 µM; O14727; reconstituted apoptosome caspase-3 activity, DEVD-Rh110 fluorescence; active = inhibition of at least 40% at 20 µM;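 also: plate controls were DMSO wells for no effect and DEVD-CHO caspase inhibitor wells for full effect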
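Material: cell-free apoptosome with Apaf-1, procaspase-3 and caspase-9; Buffer or medium: Hepes pH 7.5 with detergent and BSA; Reagent: cytochrome c trigger plus (Z-DEVD)2-Rh110 caspase-3 substrate; Times: compound with Apaf-1, dATP, procaspase-3 30 min, then 50 min reaction, room temperature; Technique: Rh110 fluorescence intensity.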
SENP7 block: blocks the human protease SENP7; Q9BQF6; recombinant SENP7, Z-RLRGG-aminoluciferin luminescence, 40 min; inhibition, % at 5 µM; actives 1.5% (n = 330,000);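 active = inhibition above about 50% at the single test dose, limit read from the data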;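 also: plate controls were DMSO with enzyme for no effect and no enzyme buffer wells for full effect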
Target sequence (Q9BQF6 706-1050 limits assumed): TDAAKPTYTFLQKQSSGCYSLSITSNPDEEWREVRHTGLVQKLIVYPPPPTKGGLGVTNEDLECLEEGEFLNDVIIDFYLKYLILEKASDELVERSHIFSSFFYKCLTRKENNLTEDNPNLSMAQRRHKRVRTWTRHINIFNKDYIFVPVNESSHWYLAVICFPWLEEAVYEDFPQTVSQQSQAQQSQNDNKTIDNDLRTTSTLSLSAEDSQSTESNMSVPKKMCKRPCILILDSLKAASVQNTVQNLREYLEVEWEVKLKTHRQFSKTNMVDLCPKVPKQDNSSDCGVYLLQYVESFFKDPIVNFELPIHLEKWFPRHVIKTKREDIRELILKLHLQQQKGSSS
Jurkat NFkB inh: lowers PMA/ionomycin-induced NF-kB signal in Jurkat cells; PMA/ionomycin-induced NF-kB luciferase reporter, luminescence; inhibition, % at 4 µM; actives 0.53% (n = 330,000); AID 435003
SENP8 inh: SENP8 protease inhibition. Q96LD8. AID 2540. inhibition, % at 10 µM. purified SENP8, Z-RLRGG-aminoluciferin cleavage, luminescence. actives 1.2% (n = 330,000)
Target sequence (Q96LD8 whole entry, looked up): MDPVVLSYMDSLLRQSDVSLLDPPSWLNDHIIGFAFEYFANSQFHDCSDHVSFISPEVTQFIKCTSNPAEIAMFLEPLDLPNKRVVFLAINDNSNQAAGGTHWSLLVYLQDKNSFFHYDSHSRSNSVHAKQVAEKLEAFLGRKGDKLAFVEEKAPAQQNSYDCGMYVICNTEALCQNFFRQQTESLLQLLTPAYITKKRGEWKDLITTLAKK
Gli-Sufu block: antagonists of Gli-Sufu signaling | Sufu-KO-LIGHT fibroblasts, Gli luciferase reporter luminescence | inhibition, % at 5 µM | actives 0.74% (n = 340,000) | AID 588413;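 active = inhibition above about 55%, limit read from the data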;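 also: 0% = DMSO-treated cells and 100% = wells with medium but no cells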
697 NFkB inh: inhibitors of the PMA/ionomycin-induced NF-kB reporter in 697 B cells; 697 B-cell NF-kB luciferase reporter, 16 h; inhibition, % at 4 µM; actives 0.33% (n = 330,000); in the data active = inhibition above about 35%
HKDC1 inhibitor: inhibitors of human hexokinase HKDC1. Q2TB90. recombinant HKDC1, G6PDH/diaphorase resazurin coupled fluorescence. inhibition, % at 20 µM. actives 0.16% (n = 340,000);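 active = inhibition above about 35% when tested at 20 µM, limit read from the data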;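 also: plate controls were DMSO wells with enzyme for no effect and DMSO wells lacking enzyme for full effect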
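Test system: HK5 enzyme. Quantity: 5 µg/mL HK5 final. Reagent: glucose and ATP substrates. Schedule: 90 min reaction incubation at room temperature, dark. Technique: resazurin-to-resorufin fluorescence via G6PDH and diaphorase coupling, 525/613 nm. Control set: DMSO wells with and without enzyme mix.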
UBC13 inh: blocks human UBC13 polyubiquitin chain formation. actives 0.47% (n = 330,000). TR-FRET. inhibition, % at 20 µM. AID 485273; in the data active = inhibition above about 45%, passing the limit was not always enough
Target sequence (P61088 whole entry, looked up): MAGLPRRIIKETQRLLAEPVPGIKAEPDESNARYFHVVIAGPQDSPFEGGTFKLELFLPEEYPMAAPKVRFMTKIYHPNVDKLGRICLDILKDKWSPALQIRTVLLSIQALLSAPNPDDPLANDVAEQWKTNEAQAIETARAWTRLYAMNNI
An asterisk follows results filed as active. Rule as the data show it, unless noted: active = inhibition above about 50%; inactive = the rest.

Values run as follows: Apaf-1 inh	SENP7 block	Jurkat NFkB inh	SENP8 inh	Gli-Sufu block	697 NFkB inh	HKDC1 inhibitor	UBC13 inh
> Cc1cc2n(n1)C(c1cn(-c3ccccc3)nc1C)Nc1c(C)cccc1-2 (configuration not stated)
    4	-1	-1	-6	-4	-2	4	-1
> O=C(CN1CCN(Cc2ccccc2)CC1)c1c[nH]c2ccccc12
    -4	1	2	-3	2	-16	0	6
> CCc1cc(C(=O)N/N=C/c2ccc(O)cc2)c2ccccc2n1
    6	8	12	0	0	2	0	-3
> COc1cccc2c1NC(C(=O)O)C1CC=CC21 (configuration not stated)
    20	-3	8	4	5	-9	12	45*
> Cc1ccc(C(O)c2nc3ccccc3n2C)cc1 (configuration not stated)
    0	5	-8	-6	-6	2	6	-2
> O=c1[nH]c(CSc2nc3ccccc3s2)nc2ccccc12
    -10	-5	-17	-6	-24	-23	3	0
> C/C(=N\Nc1nc2ccccc2s1)c1ccc2c(c1)OCO2
    7	-20	-64	-20	-34	-48	9	-11
> CN(c1ccc(OCC(=O)OCC(=O)NCc2ccco2)cc1)S(=O)(=O)c1ccc2ccccc2c1
    9	-12	-1	-9	-23	-4	0	-13
> c1ccc(Cn2c(CNc3nc4ccccc4n3CCN3CCOCC3)nc3ccccc32)cc1
    0	-1	13	-2	1	11	2	0
> CCOC(=O)c1nncc(-c2ccccc2)n1
    -6	-2	3	0	23	10	-2	-4
> CC(=O)NCCc1ccc(S(=O)(=O)NCc2ccc3c(c2)OCO3)cc1
    -11	5	7	-6	1	-4	-12	4
> O=C(NCc1ccco1)C(c1cccs1)N(Cc1ccccc1)C(=O)Cn1nnc2ccccc21 (configuration not stated)
    4	16	-2	-7	-1	-11	2	-3
> COc1ccc(/C=N/NC(=S)Nc2ccccc2)cc1COc1ccc(Br)cc1
    -13	3	2	-11	-8	-3	-9	-15
> O=C(N/N=C/c1ccc(O)cc1)c1nc(-c2ccccc2)n(-c2ccccc2)n1
    8	-7	17	0	8	-19	16	15
> CN(C(=O)CSc1nnc(Cc2cccs2)n1C1CC1)C1CCS(=O)(=O)C1 (configuration not stated)
    12	-9	-14	-13	-9	20	-5	-2
> CC(=O)Oc1ccc(C(=O)NCc2ccco2)cc1
    -12	6	15	6	-11	15	1	-4
> N#Cc1c(NC(=O)CSc2n[nH]c(Cc3ccccc3)n2)oc(-c2ccccc2)c1-c1ccccc1
    20	0	-18	10	18	-11	2	-15
> O=C(N/N=C/c1ccc[nH]1)c1cc(-c2cccs2)nc2ccccc12
    11	3	10	5	2	7	0	-18
> Cc1cc(Cl)ccc1OCC(=O)Nc1ccc2oc(=O)ccc2c1
    -2	-3	17	-1	-8	13	-6	4
> Cc1cc(C)c(S(=O)(=O)N(C)CC(=O)NCC2CCCO2)c(C)c1 (configuration not stated)
    -3	-1	11	-12	3	0	-10	-3
> O=C(CN(C(=O)CCC(=O)Nc1nccs1)c1cccc(F)c1)NCc1ccc(F)cc1
    4	3	0	9	21	9	1	2
> CC1(C)Cn2c(nnc2-c2ccccc2)S1
    -13	2	1	-13	7	16	-12	10
> CCN1CCN(S(=O)(=O)c2ccc(Cl)c(C(=O)NC3CCCCC3)c2)CC1
    -2	-2	5	-4	3	4	-2	0
> CN1CCCN(C(=O)CNC(=O)Cc2ccccc2)CC1
    -3	7	-25	-1	-6	7	-3	-5
> Cc1nnc(NC(=O)CCS(=O)(=O)Cc2ccccc2)s1
    5	1	0	3	35	7	-4	4
> Cc1ccc(CNC(=O)CCCc2c[nH]c3ccccc23)cc1
    -2	-5	-2	1	22	-5	-3	-3
> O=C(Cc1cccs1)N1CCN(c2ccc(F)cc2)CC1
    4	-3	-8	-11	3	1	1	-4
> O=C(N/N=C1\C2CN3CCN(C2)CC1(c1ccccc1)C3)c1ccc(F)cc1
    -2	8	-2	-1	-3	0	-15	8
> O=C(COC(=O)c1cc[n+]([O-])cc1)Nc1ccc(SC(F)F)cc1
    -6	9	11	11	0	-26	-6	3
> Cc1cc(C)c2nc(NNC(=O)c3cc(-c4cccs4)nc4ccccc34)sc2c1
    4	7	-7	-8	-2	-11	-35	-83

The closing six entries of the section above open the next one.
Values run as follows: Apaf-1 inh	SENP7 block	Jurkat NFkB inh	SENP8 inh	Gli-Sufu block	697 NFkB inh	HKDC1 inhibitor	UBC13 inh
> Cc1nnc(NC(=O)CCS(=O)(=O)Cc2ccccc2)s1
    5	1	0	3	35	7	-4	4
> Cc1ccc(CNC(=O)CCCc2c[nH]c3ccccc23)cc1
    -2	-5	-2	1	22	-5	-3	-3
> O=C(Cc1cccs1)N1CCN(c2ccc(F)cc2)CC1
    4	-3	-8	-11	3	1	1	-4
> O=C(N/N=C1\C2CN3CCN(C2)CC1(c1ccccc1)C3)c1ccc(F)cc1
    -2	8	-2	-1	-3	0	-15	8
> O=C(COC(=O)c1cc[n+]([O-])cc1)Nc1ccc(SC(F)F)cc1
    -6	9	11	11	0	-26	-6	3
> Cc1cc(C)c2nc(NNC(=O)c3cc(-c4cccs4)nc4ccccc34)sc2c1
    4	7	-7	-8	-2	-11	-35	-83
> CC(C)(C)c1nc2scc(-c3cccs3)c2c(=O)o1
    18	-1	8	-9	3	0	10	4
> COc1ccc(-c2csc3ncnc(Cl)c23)cc1
    1	7	-5	1	30	14	-1	3
> CCCCNC(=O)CCn1c(=O)c2ccccc2n(Cc2ccc(F)cc2)c1=O
    0	-3	-5	-3	-2	-5	5	11
> O=C1c2ccccc2C(=O)N1COc1ccc(S(=O)(=O)N2CCOCC2)cc1[N+](=O)[O-]
    5	-8	-7	-1	-12	-12	-7	3
> Cc1nn(Cc2ccc(Cl)cc2)c(C)c1N
    17	-6	0	2	-3	-23	5	-6
> Cc1nn(-c2ccc(F)cc2)c(N)c1C1(O)C(=O)Nc2ccccc21 (configuration not stated)
    -17	3	1	1	-1	11	-7	4
> CCC(C)C(=O)Nc1nc(C)c(-c2csc(Nc3cc(OC)ccc3OC)n2)s1 (configuration not stated)
    -15	6	5	15	8	-12	2	-4
> CC(=O)OC1CCC2(C)C(=CCC3C2CCC2(C)C3CC3OC4(CCC(C)CN4)C(C)C32)C1 (configuration not stated)
    30	4	-18	-8	6	8	-4	17
> CCN1C(=O)[C@H]2[C@@H](c3ccc(-c4cccc(Cl)c4)c(OC)c3)N3CCCC[C@@]3(C(=O)OC)[C@H]2C1=O
    31	11	4	4	-6	-9	0	-2
> CC(C)(O)c1cc2ccc(C#Cc3ccsc3)cc2c(=O)o1
    13	3	-32	-4	-33	-71	6	15
> Cc1ccccc1N1C(=O)c2ccccc2NC1c1ccncc1 (configuration not stated)
    -3	-4	0	-4	7	21	-3	11
> Cc1ccc(C)c(N2CCN(C(=O)CCS(=O)(=O)c3ccc4c(c3)CCN4C(=O)C3CC3)CC2)c1
    11	4	-1	-5	-6	-7	5	7
> O=C(CN1C(=O)/C(=C/c2ccccc2)SC1=S)N1CCN(CCc2ccccn2)CC1
    12	-5	14	5	-16	-3	-2	-11
> S=c1[nH]nc(COc2ccc(Cl)cc2)n1-c1ccccc1
    -5	-4	5	2	2	19	0	-5
> O=C(NCCc1ccccc1)C1(c2ccccc2)CC1(Cl)Cl (configuration not stated)
    14	-3	7	-2	-2	1	2	6
> O=C(Oc1ccc(Cl)cc1N1C(=O)CCC1=O)c1ccco1
    10	-6	0	-8	-4	-3	-1	-7
> COC(=O)CCn1nc(-c2ccc(Cl)cc2)c2ccccc2c1=O
    -4	6	5	-2	-2	-1	-9	6
> CCOC(=O)C1CCCN(C2CC(=O)N(c3ccc(NC(C)=O)cc3)C2=O)C1 (configuration not stated)
    -5	1	13	5	6	7	-16	6
> Cc1ccc(-c2c[nH]c(=S)n2-c2ccccc2)cc1
    0	-6	-55	-7	-3	-56	-7	-8
> c1ccc(C[C@H]2CNCCN2CCC23CC4CC(CC(C4)C2)C3)cc1
    47*	1	14	-2	16	-14	-4	56*
> Cc1cccn2c(=O)nc(SCC(=O)N3CCCCC3)nc12
    0	-10	-3	0	1	4	-4	-6
> O=C(NCCNC1CCCCC1)c1ccco1
    4	-1	-10	4	-11	5	-7	-2
> CCOc1ccc2[nH]c(=O)c(CN(Cc3ccc(F)cc3)C(=O)c3ccco3)cc2c1
    14	4	25	4	0	-8	6	3
> O=c1[nH]c(SCc2ccc(Cl)cc2)nc2[nH]ncc12
    -15	7	-5	0	-18	-11	-6	5
> CC(Sc1ccc(S(=O)(=O)N(C)C)cn1)C(=O)NC1CCCC1 (configuration not stated)
    -1	-1	3	2	36	19	1	6
> Cc1ccnc(NC(=O)c2ccc3c(c2)S(=O)(=O)c2ccccc2C3=O)c1
    12	92*	-32	84*	-19	8	-2	-2
> Cc1ccc(-c2nn3c(C)nnc3s2)cc1NC(=O)COc1ccc(Cl)cc1
    9	-7	13	-2	18	-9	-2	11
> O=C(O)c1cccc2c1C(=O)c1ccc(-c3ccc(OC(F)(F)F)cc3)cc1S2(=O)=O
    4	0	2	-1	-5	11	11	-13
> CC(C)Oc1ccc(CNS(=O)(=O)c2csc(C(N)=O)c2)cc1
    3	-8	0	-11	-1	-37	2	-2
> COc1ccc(OC)c2c(N)c(C#N)c(C(F)(F)C(F)(F)F)nc12
    0	-9	-1	-6	2	-41	0	-14
> CC1CC(C)CN(C(=O)COC(=O)COc2ccccc2C#N)C1 (configuration not stated)
    -15	-4	3	-1	2	26	2	3
> N#C/C(=C\Nc1ccc2c(c1)OCCO2)c1nc(-c2ccccc2)cs1
    2	-12	-2	-4	10	-12	10	-21
> Cc1ccc(C)c(S(=O)(=O)Nc2ccccc2C(=O)Nc2ccc(S(=O)(=O)Nc3ncccn3)cc2)c1
    13	5	-3	1	2	7	-6	28
> O=C(OCC(=O)N1CCCCC1)c1cccc(NS(=O)(=O)c2ccccc2)c1
    2	12	-8	-7	-12	-11	-4	0
> CC(=O)C(C(c1ccccc1)c1c[nH]c2ccccc12)[N+](=O)[O-] (configuration not stated)
    0	-1	7	1	1	-18	3	1
> COCCNC(=O)c1c(CSc2ccc(F)cc2)noc1C(=O)NCc1ccccc1
    18	-16	-4	-16	3	2	3	3
